# Source: PubChem (National Center for Advancing Translational Sciences (NCATS))
# TRb SRC2 PPI: inhibitors of human thyroid hormone receptor beta-SRC2 interaction | 0.065% of 280,000 active | P10828 | TRbeta-SRC2 peptide binding, fluorescence polarization; receptor liganded with 1 µM T3 | Potency, µM (doses to about 106 µM), without a hit: at the top dose activity change, negative = inhibition, usual class: inhibitors; active = well fitted inhibition curve with a large enough effect;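 also: plate controls were bound peptide for no effect and peptide without receptor for full effect; nearly all actives have a fitted effect of over 50% in size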
# Target sequence (P10828 whole entry, looked up): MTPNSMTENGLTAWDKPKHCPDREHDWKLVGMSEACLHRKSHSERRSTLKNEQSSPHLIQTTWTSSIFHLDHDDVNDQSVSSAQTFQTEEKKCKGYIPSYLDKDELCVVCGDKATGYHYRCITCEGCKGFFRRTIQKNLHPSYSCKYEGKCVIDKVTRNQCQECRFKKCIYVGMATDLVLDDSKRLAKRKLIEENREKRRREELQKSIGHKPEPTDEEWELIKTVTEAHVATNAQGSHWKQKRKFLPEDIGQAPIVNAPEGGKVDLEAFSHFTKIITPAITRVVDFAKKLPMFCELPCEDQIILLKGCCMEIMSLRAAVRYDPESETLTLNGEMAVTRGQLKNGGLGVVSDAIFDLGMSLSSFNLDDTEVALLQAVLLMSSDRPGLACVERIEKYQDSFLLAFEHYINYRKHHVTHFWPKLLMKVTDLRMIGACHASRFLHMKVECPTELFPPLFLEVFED
#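 Human TRb LBD (0.6 uM) plus Texas Red-labeled SRC2 peptide (20 nM), 1uM T3, 5% DMSO, 5 hr at ambient temperature. Decreased polarization (555/632 nm) flags inhibition; data normalized to free and bound peptide controls.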
# TR SRC2 fluor cs: counter-screen for TRb-SRC2 inhibitors: fluorescence interference; TRb/SRC2 Texas Red total fluorescence interference; Potency, µM (top dose mostly 106 µM), for the others: at the highest dose fluorescence change, negative = quenching; 0.29% of 280,000 active; AID 1479; active = well fitted curve in either direction with a large enough effect
#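 Human TRb ligand-binding domain at 0.6 uM with 20 nM Texas Red SRC2 peptide in Tris buffer containing 1 uM T3 and 5% DMSO, incubated with compound 5 h at ambient temperature. Total fluorescence (555/632 nm) calculated as parallel + 2 × perpendicular.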
# Active calls of the source: *; [ ] = dose if it differs, or a comment. Unless noted, % is scaled to controls: 0 for no effect and ±100 for the full control effect; potency is read from the fitted curve at half-maximal effect.
SMILES | TRb SRC2 PPI | TR SRC2 fluor cs
COc1ccc(CNC(=O)Cn2ccc3cc(S(=O)(=O)N4CCCCCC4)ccc32)cc1OC | -4.7% | -1.7%
COc1ccc(OC)c(NC(=O)C2=C(C)C(=O)OC23CCN(C(C)C)CC3)c1 | 0.5% | -2.1%
COc1cccc(CNC(=O)C2CCCN(S(=O)(=O)N(C)c3ccc(F)cc3)C2)c1OC (stereo unspecified) | -4.7% | -2.1%
CCOC(=O)C1CCCN(S(=O)(=O)c2ccc3c(c2)N(C)C(=O)CC(=O)N3C)C1 (stereo unspecified) | 3.5% | -0.8%
O=C(c1cccn1-c1nnc(N2CCCC2)s1)N1CCN(c2ccccc2)CC1 | 1.0% | -1.3%
CCc1ccc(S(=O)(=O)c2nnn3c2nc(N2CCCC2)c2sccc23)cc1 | 3.4% | 1.8%
CN(c1ccc(F)cc1)S(=O)(=O)N1CCCC(C(=O)NCc2cccc(Br)c2)C1 (stereo unspecified) | 9.0% | -2.2%
CCCCCCCCCCCCCCC | 4.8%[201 µM] | -1.3%[201 µM]
CCOC(=O)c1ccccc1NC(=O)CSc1cn(CC(=O)N2CCCCC2)c2ccccc12 | -1.3% | -1.5%
Cc1ccc(CNS(=O)(=O)c2c(C)nc3sc(C)cn3c2=O)cc1 | -0.6% | -3.0%
CC(=O)c1ccc(NC(=O)COc2ccccc2-c2nc(-c3ccccc3)no2)cc1 | 6.1% | -0.3%
COc1cc(C(CC(=O)Nc2ccc(F)cc2F)N2Cc3ccccc3C2=O)cc(OC)c1OC (stereo unspecified) | -2.7% | -1.7%
COc1ccc(OC)c(CNC(=O)c2ccc(N3Cc4ccccc4Oc4ncccc43)s2)c1 | -1.4% | 0.8%
COc1ccc(-c2cc(C)no2)cc1S(=O)(=O)N1CCOc2ccc(Cl)cc21 | -1.4% | -1.2%
COc1ccc(CNC(=O)c2ccc(-c3nc(CSc4ccccc4)c(C)o3)cc2)c(OC)c1 | -7.6% | 1.0%

# Next section (two carried over from the part before).
SMILES | TRb SRC2 PPI | TR SRC2 fluor cs
COc1ccc(-c2cc(C)no2)cc1S(=O)(=O)N1CCOc2ccc(Cl)cc21 | -1.4% | -1.2%
COc1ccc(CNC(=O)c2ccc(-c3nc(CSc4ccccc4)c(C)o3)cc2)c(OC)c1 | -7.6% | 1.0%
Cc1ccccc1NC(=O)Nc1nnc(N2CCCCCC2)s1 | -0.7% | -0.2%
CCOc1ccccc1CNC(=O)c1oc2c(c1C)-c1[nH]ncc1CC2 | 5.6% | 1.6%
CNS(=O)(=O)c1cn(CC(=O)N2CCN(c3ccc(Cl)cc3)CC2)cc1S(=O)(=O)NC | -4.7% | -0.1%
Cc1ccc(NC(=O)CN2C(=O)COc3ccc(S(=O)(=O)N4CCCCCC4)cc32)cc1Cl | 3.5% | -0.5%
COc1ccccc1CNC(=O)CC(c1ccc(OC)c(OC)c1)N1Cc2ccccc2C1=O (stereo unspecified) | -2.9% | -1.6%
Cc1cccc(Cn2cc3c(=O)n(CC(=O)Nc4ccc(C)c(F)c4)nc-3c3cc(F)ccc32)c1 | -1.8% | 0.9%
COc1ccc2c(c1)c1c(c(=O)n(Cc3ccccc3)c(=O)n1CC(=O)Nc1ccccc1OC)n2C | -5.0% | -0.6%
CC1=C(c2ccc(C)c(C)c2)S(=O)(=O)NC1=NCc1ccccc1Cl | -3.8% | -1.6%
CCc1nc2cccnc2n1-c1ccc(CC(=O)Nc2ccccc2Cl)cc1 | -4.2% | -0.9%
Cc1nn(CC(=O)N2CCN(c3ccc(Cl)cc3)CC2)c(=O)c2cccn12 | 2.9% | -0.7%
Cc1ccccc1-c1noc(-c2cc(-c3ccc(F)cc3)n[nH]2)n1 | -10.6% | -0.7%
COc1cccc(CNC(=O)c2ccc(-c3nc(CS(=O)c4ccccc4)c(C)o3)cc2)c1 (stereo unspecified) | -10.8% | -1.1%
COc1ccc(NC(=O)CCCn2nc(C)c3sc4ccccc4c3c2=O)cc1 | -1.7% | -0.8%
CCOc1ccc(-c2nnc(SCC(=O)NCc3ccc(Cl)cc3)o2)cc1 | 10.9% | -2.9%
COc1ccc2cc(CNc3ccccc3)c(=O)n(CC(=O)Nc3ccc(C)cc3C)c2c1 | -1.6% | -2.2%
CCOc1ccc(N=Nc2ccc(N)cc2N)cc1 | -0.8% | -3.6%
CCCCCCCCCCCCCCN | 3.3%[201 µM] | -4.5%[201 µM]
Cc1c(C(=O)N2CCCC2)oc2c1-c1nn(CC(=O)NCc3cccc(F)c3)cc1CC2 | -7.1% | -0.6%
CC(=O)CC(=O)Nc1ccc(C)cc1C | 4.9%[201 µM] | -10.3%[201 µM]
O=C(Cn1cc(SCc2ccc(F)cc2)c2ccccc21)N1CCCCCC1 | -9.1% | -1.2%
CCOc1ccc(NC(=O)c2ccc3c(=O)n4nc(Nc5ccccc5C)sc4nc3c2)cc1 | 9.4% | 0.3%
Cc1ccc2nc(N3CCN(c4cccc(C(F)(F)F)c4)CC3)c3nnnn3c2c1 | 1.4% | 1.4%
COc1ccc(C2c3c(n(C)c4ccccc34)C(=O)N2CC(=O)Nc2ccccc2Cl)cc1 (stereo unspecified) | 1.1% | -2.6%
COc1ccccc1NC(=O)CSc1ccc(-c2ccccn2)nn1 | -2.4% | -0.9%
Cc1ccc(NC(=O)CSc2nc(-c3cccs3)nc3cc(=O)[nH]n23)cc1 | 0.5% | -1.3%
CCc1cccc(C)c1NC(=O)CSc1nnc(CC)n2c1cc1occc12 | 2.2% | 0.6%
CCN(C(=O)NCc1noc2ccccc12)c1cc(C)ccc1C | -2.1% | -1.4%
CCCCN1CC(c2nc3ccccc3n2CCCCOc2c(C)cccc2C)CC1=O (stereo unspecified) | -2.1% | -0.6%
CCc1ccc(OC(=O)CSc2nnc(-c3ccc4c(c3)OCO4)o2)cc1 | 2.9% | -0.3%
CCn1c(C)c(C)c2cc(C(=O)NCCCN3CCCCC3C)ccc21 (stereo unspecified) | -12.7% | 2.2%

# Copied from the list.
# Reading for CCc1ccc(OC(=O)CSc2nnc(-c3ccc4c(c3)OCO4)o2)cc1 in TRb SRC2 PPI: 2.9%
# Reading for COc1ccccc1NC(=O)CSc1ccc(-c2ccccn2)nn1 in TRb SRC2 PPI: -2.4%
# Reading for CCc1cccc(C)c1NC(=O)CSc1nnc(CC)n2c1cc1occc12 in TRb SRC2 PPI: 2.2%

# (cont.)
SMILES | TRb SRC2 PPI | TR SRC2 fluor cs
Cc1cc(-c2ccc(C)c(S(=O)(=O)NC3CCCCC3)c2)on1 | -7.8% | -0.8%
COc1cc(NC(=O)c2ccc(-c3nc(CSc4ccccc4)c(C)o3)cc2)cc(OC)c1 | -6.1% | -2.9%
Cc1noc(Cn2c(=O)c3ccccc3n(CC(=O)Nc3cc(Cl)ccc3C)c2=O)n1 | 0.6% | 0.8%
COc1cccc(CN2C(=O)C3(SCC(=O)N3c3ccc(C(C)C)cc3)c3ccccc32)c1 (stereo unspecified) | 4.5% | -2.5%
CCOc1ccc(CNC(=O)CCCn2nc(C)c3sc4ccccc4c3c2=O)cc1 | -7.8% | -1.3%
COc1ccccc1NC(=O)C1CCCN(c2nnc(C)c3c(C)n(-c4ccccc4)nc23)C1 (stereo unspecified) | -7.9% | -3.0%
Cc1noc(-c2ccc(NCc3ccccc3)c([N+](=O)[O-])c2)n1 | 2.1% | -2.3%
CCC1CN(S(=O)(=O)c2cc(-c3onc(C)c3C)ccc2C)c2cc(Cl)ccc2O1 (stereo unspecified) | 2.5% | -1.5%
Cc1oc(-c2ccc(C(=O)NCCc3ccc(Cl)cc3)cc2)nc1CSc1ccccc1 | -9.8% | 0.4%
COc1cccc(N2CCN(S(=O)(=O)c3ccc(-c4cc(C(F)(F)F)on4)s3)CC2)c1 | -5.9% | -1.3%
COc1ccc(N2CCN(c3nc4ccc(C)cc4n4nnnc34)CC2)cc1 | 3.2% | -0.3%
O=C(Cn1ccnc1[N+](=O)[O-])NCc1ccccc1 | 2.9% | -1.3%
COc1cccc(CNC(=O)CN2C(=O)COc3ccc(S(=O)(=O)Nc4ccccc4)cc32)c1 | 3.8% | -0.2%
CCCN(Cc1cccs1)C(=O)Nc1ccc(Br)cc1F | -7.6% | -0.8%
O=C(c1cc(S(=O)(=O)N2CCCC2)c[nH]1)N1CCN(c2cccc(Cl)c2)CC1 | -5.7% | -3.1%

# Quoted at random: 5 entries already listed, in no set order.
SMILES | TRb SRC2 PPI | TR SRC2 fluor cs
O=C(c1cc(S(=O)(=O)N2CCCC2)c[nH]1)N1CCN(c2cccc(Cl)c2)CC1 | -5.7% | -3.1%
Cc1cc(-c2ccc(C)c(S(=O)(=O)NC3CCCCC3)c2)on1 | -7.8% | -0.8%
Cc1oc(-c2ccc(C(=O)NCCc3ccc(Cl)cc3)cc2)nc1CSc1ccccc1 | -9.8% | 0.4%
O=C(Cn1ccnc1[N+](=O)[O-])NCc1ccccc1 | 2.9% | -1.3%
COc1cccc(N2CCN(S(=O)(=O)c3ccc(-c4cc(C(F)(F)F)on4)s3)CC2)c1 | -5.9% | -1.3%

# Other records.
SMILES | TRb SRC2 PPI | TR SRC2 fluor cs
Cc1ccc(CNC(=O)Cn2c3ncccc3c(=O)n2-c2ccccc2)cc1 | -2.2% | 0.6%
O=C(NCc1ccc(Cl)cc1)c1cc2cccc3c2n1CCS3 | 5.8% | -1.1%
CN1c2ccc(Cl)cc2-c2nc(SCC(=O)NCc3ccc(F)cc3)ncc2S1(=O)=O | -6.2% | -1.1%
CC(CNC(=O)Cc1ccc(NC(=O)N2CCSc3ncccc32)cc1)c1ccccc1 (stereo unspecified) | -2.4% | -1.5%
CCOc1ccc(NC(=O)c2cc(S(=O)(=O)N3CCCCC3)c[nH]2)cc1 | -1.1% | -1.1%
Cc1ccc(N=Nc2c(O)ccc3ccccc23)c([N+](=O)[O-])c1 | -5.7%[201 µM] | 2.5%[201 µM]
Cc1ccccc1Cn1c(=O)n(Cc2ccco2)c(=O)c2oc3ccccc3c21 | -1.1% | -0.8%
CCNc1ccc(-c2nc(-c3ccncc3)no2)cc1[N+](=O)[O-] | 3.0% | -2.8%
CCOc1ccc(N(CC)S(=O)(=O)N2CCCC(C(=O)NCc3ccc(SC)cc3)C2)cc1 (stereo unspecified) | 0.2% | -1.5%
COc1ccccc1CNC(=O)C1CCC(CNS(=O)(=O)c2ccc3c(c2)CCCC(=O)N3)CC1 (stereo unspecified) | -0.2% | 0.5%
Cc1ccc(CNC(=O)c2ccc3c(O)c(S(=O)(=O)c4ccccc4)c(=O)[nH]c3c2)cc1 | 3.7% | -2.7%
COc1ccc2[nH]cc(CCNC(=O)Nc3cc(C)cc(C)c3)c2c1 | 6.3% | -4.1%
O=C(CCSCc1cnn(-c2ccccc2)c1-n1cccc1)NCc1ccccc1F | -8.1% | -1.5%
COc1cccc(-c2nc3c(c(SCc4ccccc4Cl)n2)Cc2c(CO)cnc(C)c2O3)c1 | 5.0% | -0.9%
CC(=O)c1ccc(NS(=O)(=O)c2ccc(-n3cccn3)cc2)cc1 | -2.5% | -4.1%
CCn1nnc2cc(C(=O)Nc3ccc(Br)cc3F)ccc21 | 4.8% | -2.4%
O=C(Cn1cc(SCc2cccc(Cl)c2)c2ccccc21)N1CCCCC1 | 1.5% | -0.2%
Cc1nn(C(C)C(=O)Nc2ccccc2C(F)(F)F)c(=O)c2c1sc1ccccc12 (stereo unspecified) | -5.0% | -0.6%
CCCNC(=O)Cn1c(=O)c2cccn2c2cccnc21 | -0.9% | -0.6%
Cc1ccc(NC(=O)CSc2ncc3c(n2)-c2ccccc2N(C)S3(=O)=O)c(Cl)c1 | 4.0% | -1.8%
COc1ccc(-n2nc3c(N4CCC(C(=O)N5CCC(C)CC5)CC4)nnc(C)c3c2C)cc1 | -3.0% | -0.2%
CCOC(=O)c1ccc(NC(=O)CC2C(=O)N(c3ccc(C)cc3)C(=O)N2C2CCCC2)cc1 (stereo unspecified) | 1.6% | 1.1%
Cc1ccc(Cl)cc1NC(=O)c1oc2c(c1C)-c1[nH]ncc1CC2 | 4.3% | 1.9%
Cc1cccc(-n2c(=O)c3c(c4cc(C)ccc4n3C)n(C)c2=O)c1 | -9.3% | -1.1%
CCN(CC)CCCNC(=O)c1nn(C)c2c1CSc1ccccc1-2 | 0.7% | -4.0%
CCn1c(C)c(C)c2cc(C(=O)NCc3cccc(C)c3)ccc21 | -2.2% | -0.5%
CCOc1ccc(NC(=O)CCC(=O)N2CC(C)Oc3ccc(C)cc32)cc1 (stereo unspecified) | 3.7% | 1.2%
Cc1ccc(S(=O)(=O)Nc2nc3n(n2)C(c2ccccc2Cl)C=C(c2ccccc2)N3)cc1 (stereo unspecified) | 2.7% | 0.1%
Cc1ccccc1CNC(=O)Cn1ccc2cc(S(=O)(=O)N3CCCCC3)ccc21 | 1.7% | -3.2%
COc1ccc(OC)c(CCNC(=O)c2c(C)nn(-c3ccc(F)cc3)c2-n2cccc2)c1 | 11.7% | 0.4%
O=C(NCc1ccccc1Cl)C1CCCN(C(=O)c2cnn(-c3ccc(F)cc3)c2-n2cccc2)C1 (stereo unspecified) | 11.4% | -3.9%
COc1cc(NC(=O)c2cc3ccccn3n2)cc(OC)c1OC | -0.3% | -2.0%
COc1ccc(CCNC(=O)C(C)n2nc(C)c3sc4ccccc4c3c2=O)c(OC)c1 (stereo unspecified) | 2.3% | -0.2%
CN1CCCC(CN2c3ccccc3Sc3ccccc32)C1 (stereo unspecified) | 5.4% | -2.7%

# A portion of the library, so the mix of outcomes need not match the whole.
